FBPA coupling cs: qHTS Assay for Inhibitors of Fructose-1,6-bisphosphate Aldolase from Giardia Lamblia: Coupling assay counterscreen; coupling enzyme system counterscreen, AmpLite Red fluorescence; activity change, negative = inhibition, % at 58.2 µM, hits read low; 290,000 tested, 0.67% active; in the data active means activity change below about -30%
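First, compound is pin-transferred into glyceraldehyde-3-phosphate coupling-enzyme reagent at 57.5 uM final and held 10 min at RT. Next, substrate, coupling system and AmpLite Red are added. After 20 min RT, fluorescence (525/598 nm) is read.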
* = called active by the depositor; & = joins results of further samples. On the % scale 0 is the no-effect control and ±100 the full control effect. Not all compounds are listed; the hit share may differ from the screen's.

SMILES | FBPA coupling cs
CO[C@H]1COC(=O)[C@H]2CCCN2C(=O)C/C=C\[C@@H](C)[C@H](OC)COC(=O)[C@@H](OCc2ccccc2)/C=C\[C@@H]1C | 0
NCc1ccccc1CC(=O)N[C@@H]1C(=O)N2C(C(=O)O)=C(CSc3nnnn3CC(=O)O)CS[C@@H]12 | -3
CC[N+](CC)(CCNC(=O)C(=O)NCC[N+](CC)(CC)Cc1ccccc1Cl)Cc1ccccc1Cl | -1
N#CCCn1c(=O)c(-c2ccccc2)nc2cnc(Nc3ccccc3)nc21 | 0
Cn1c(=O)c(-c2ccc(F)cc2)nc2cnc(Oc3ccccc3)nc21 | 1
O=C(c1cnccn1)N1CCC[C@@]2(CCN(Cc3ccncc3)C2)C1 | 0
O=C1C=C[C@@H](O)[C@H]2[C@@H]3C(=O)N(Cc4ccccc4)C(=O)[C@@H]3CC[C@H]12 | -2
Nc1nc(NCCc2ccc(O)cc2)nc2nc(-c3ccco3)nn12 | 2
CCOC(=O)[C@H](CCc1ccccc1)N[C@@H](C)C(=O)N1[C@H](C(=O)O)C[C@H]2CCC[C@@H]21 | 1
Cc1cnc(CNc2ncnc3ccc(-c4ccccc4CN(C)C)cc23)cn1 | 1

A few values from above.
FBPA coupling cs, `Cn1c(=O)c(-c2ccc(F)cc2)nc2cnc(Oc3ccccc3)nc21` stands at 1
FBPA coupling cs, `CCOC(=O)[C@H](CCc1ccccc1)N[C@@H](C)C(=O)N1[C@H](C(=O)O)C[C@H]2CCC[C@@H]21` stands at 1
FBPA coupling cs, `CO[C@H]1COC(=O)[C@H]2CCCN2C(=O)C/C=C\[C@@H](C)[C@H](OC)COC(=O)[C@@H](OCc2ccccc2)/C=C\[C@@H]1C` stands at 0
FBPA coupling cs, `O=C(c1cnccn1)N1CCC[C@@]2(CCN(Cc3ccncc3)C2)C1` stands at 0
FBPA coupling cs, `CC[N+](CC)(CCNC(=O)C(=O)NCC[N+](CC)(CC)Cc1ccccc1Cl)Cc1ccccc1Cl` stands at -1
FBPA coupling cs, `Nc1nc(NCCc2ccc(O)cc2)nc2nc(-c3ccco3)nn12` stands at 2
FBPA coupling cs, `N#CCCn1c(=O)c(-c2ccccc2)nc2cnc(Nc3ccccc3)nc21` stands at 0

New compounds follow
SMILES | FBPA coupling cs
Cn1cccc1C(=O)N1CCC2(CC1)CN(c1cccc(-c3ccccc3)c1)C2 | 2
Cc1cccc(CNc2ccnc(-c3cccc(C#N)c3)n2)c1 | -4
CCN1C(C)=C(C(=O)OC)C(c2ccccc2)N2C(=O)[C@](O)(C(=O)OC)CC(C(C)=O)=C12 (some centres undefined) | -2
COC(=O)C1=C(C)N(Cc2ccccc2)C2=C(C(=O)c3ccccc3)C(c3ccccc3)[C@@](O)(C(=O)OC)C(=O)N2C1c1ccccc1 (some centres undefined) | 2&0
NCC1O[C@H](O[C@@H]2C(O)[C@H](O[C@H]3OC(CO)C(O)C(N)C3O)[C@@H](N)C[C@H]2N)[C@@H](N)CC1O (some centres undefined) | 5
COCCn1c(=O)c(-c2ccc(F)cc2)nc2cnc(Oc3ccccc3)nc21 | 0
C=C(C)C1COc2cc3oc(=O)ccc3cc2O1 (centres undefined) | 0
Fc1ccc(Nc2ccnc(-c3ccccc3C(F)(F)F)n2)cc1 | -2
CO[C@H]1COC(=O)[C@@H](Cc2ccccc2)NC(=O)[C@@H](C)COC(=O)C/C=C\[C@@H]1C | 3
O=c1c(-c2ccc(Cl)cc2)nc2cncnc2n1Cc1ccccc1Cl | 1
CS(=O)(=O)c1ccc(-c2cc(Br)sc2-c2ccc(F)cc2)cc1 | 1
CN(C)c1ncc2nc(-c3ccc(F)cc3)c(=O)n(Cc3cccs3)c2n1 | 1
c1cc(-c2cnn3cc(-c4ccc(OCCN5CCCCC5)cc4)cnc23)ccn1 | -3
CC(C)C[C@H](NC(=O)[C@H](CO)NC(=O)CNC(=O)[C@H](CCCCN)NC(=O)[C@H](CCCN=C(N)N)NC(=O)[C@H](C)NC(=O)[C@H](Cc1ccccc1)NC(=O)[C@@H](N)CCCN=C(N)N)C(=O)N[C@@H](CCCN=C(N)N)C(=O)N[C@@H](CCC(N)=O)C(=O)N[C@@H](CCCCN)C(=O)N[C@@H](CC(N)=O)C(=O)N[C@H](C(=O)O)C(C)C | 2
CC[C@H](C)[C@H](NC(=O)[C@H](CCC(=O)O)NC(=O)[C@H](CC(N)=O)NC(=O)[C@@H](N)[C@@H](C)O)C(=O)N[C@H](C(=O)N[C@@H](CCC(=O)O)C(=O)N[C@@H](CCC(=O)O)C(=O)N[C@@H](CCC(N)=O)C(=O)N[C@@H](Cc1ccc(O)cc1)C(=O)N[C@H](C(=O)N1CCC[C@H]1C(=O)N[C@@H](CCC(N)=O)C(=O)N[C@@H](CO)C(=O)N[C@@H](CC(C)C)C(=O)N[C@@H](C)C(=O)N[C@H](C(=O)N[C@@H](CC(C)C)C(=O)N[C@@H](CCC(=O)O)C(=O)N[C@@H](CO)C(=O)N[C@H](C(=O)N[C@@H](Cc1ccccc1)C(=O)N[C@@H](CCC(N)=O)C(=O)N[C@@H](CCC(=O)O)C(=O)N[C@@H](CC(C)C)C(=O)NCC(=O)N[C@@H](CCCCN)C(=O)N[C@@H](CC(C)C)C(=O)N[C@H](C(=O)NCC(=O)N1CCC[C@H]1C(=O)N[C@@H](CC(N)=O)C(=O)N[C@@H](CO)C(=O)N[C@@H](CCC(N)=O)C(=O)O)[C@@H](C)O)C(C)C)[C@@H](C)O)[C@@H](C)O)C(C)C | 2
COc1cc(OC)c2c(c1Cl)OC1(C2=O)C(O)=CC(=O)CC1C (centres undefined) | 2
C=CC(C)(O)CC1[C@@]2(C)CCCC(C)(C)C2CC[C@]1(C)O (some centres undefined) | -1
COC(=O)N/N=C/C1=C[N+](=O)c2ccccc2[N+]1=O | 0
O=S(=O)(NCCCCCCc1ccccc1)c1cccc2c(Cl)cccc12 | -2
CC/C=C\C/C=C\C/C=C\C/C=C\C/C=C\CCCC(=O)O | 1
COCCNc1ncnc2ccc(-c3ccoc3)cc12 | -6
C[C@@H]1C[C@](C)(C(=O)c2ccc3ccccc3c2)C=C1c1ccc2ccccc2c1 | 1
c1nc(NC2CCNCC2)c2cc(-c3ccoc3)ccc2n1 | 0
CCCCCCCC/C=C/CCCCCCCC(=O)NCCOP(=O)(O)O | 11
O=C(c1ccncc1)N1CCC2(CCCN(c3ccccc3)C2)CC1 | -1
CN(C)C(=O)c1ccc(-c2ccc3ncnc(NCCN4CCOCC4)c3c2)cc1 | 3
C/C=C/OC(=O)NC(c1ccccc1)[C@]1(C(C)=O)CCCC1=O (some centres undefined) | -4
COc1ccc(CNc2nc(-c3ccoc3)nc3ccccc23)c(OC)c1 | 0
CCCCCCCC/C=C\CCCCCCCC(=O)NCCCC(=O)O | 5
O=S(=O)(c1ccccc1)N1CCC2(CC1)CN(c1ccccc1)C2 | 1
COc1ccc(C(=O)N2CCC3(CCCN(c4ccncc4)C3)CC2)cc1 | 4
C=C1c2cccc(C(F)(F)F)c2O[C@H](C(=O)OCC)[C@@H]1CCCCCC | -5
C=CC(C1=CC(=O)C(OC)=C(OC)C1=O)c1ccccc1 (centres undefined) | -80*
COc1ccc(C2=Nn3c(nnc3-c3cccc(OC)c3OC)SC2)c(OC)c1 | 0
CO[C@H]1COC(=O)C/C=C\[C@H](C)[C@@H](OC)COC(=O)[C@H](Cc2ccccc2)NC(=O)C/C=C\[C@@H]1C | 0
COc1cc(OC)c2c(=O)c(-c3ccc4c(c3)OCO4)coc2c1 | -1
CO[C@@H]1/C=C\CC(=O)N2CCC[C@@H]2C(=O)OC[C@H](C)C(=O)OC[C@H]1C | 3
COC(=O)[C@H](COC(C)(C)C)NC(=O)O[C@@H]1C(=O)c2ccc(OC)cc2O[C@H]1c1ccc2c(c1)OCO2 | 2
N#Cc1cccc(-c2cncnc2NCc2ccccc2)c1 | 0
COc1cccc(Nc2ncc3nc(C)c(=O)n(CCc4ccccc4)c3n2)c1 | 1

Structural class, those above containing a cyano group (three)
SMILES | FBPA coupling cs
N#CCCn1c(=O)c(-c2ccccc2)nc2cnc(Nc3ccccc3)nc21 | 0
Cc1cccc(CNc2ccnc(-c3cccc(C#N)c3)n2)c1 | -4
N#Cc1cccc(-c2cncnc2NCc2ccccc2)c1 | 0

The results go on.
SMILES | FBPA coupling cs
Cc1nc2cnc(Oc3ccccc3)nc2n(CCc2ccccc2)c1=O | 0
CCCCCCCCCCCCC/C=C\[C@@H](O)[C@H](CO)NC(C)=O | -1
CCCn1c(=O)[nH]c2nc(-c3ccc(S(=O)(=O)O)cc3)[nH]c2c1=O | -1&1
CN(C)C(=O)c1ccc(-c2nc(NCc3cccnc3)c3ccccc3n2)cc1 | -2
COC(=O)C1=C(C)N(Cc2ccccc2)[C@]23O[C@](C(=O)OC)(C(=O)N2C1c1ccccc1)C1C(=O)N(c2ccccc2)C(=O)C13 (some centres undefined) | 0&0
COc1ccc(C(=O)N2CCC3(CC2)CN(C(=O)NC(C)C)C3)cc1 | 1
COc1cccc(-c2ccc3ncnc(NCc4cnc(C)cn4)c3c2)c1 | 4
CCN(CC)C[C@@H](O)CN1CCCCc2nc(C)c(C)cc21 | 1
COc1ccc2cnoc(=O)c2c1OC | 1
CCCCC[C@H](O)C/C=C1/C(=O)C=C[C@@H]1C/C=C\CCCC(=O)O | 3
C#Cc1ccc2c(c1)C(=O)N(C)Cc1c(C(=O)OCCCOC(=O)c3ncn4c3CN(C)C(=O)c3cc(C#C)ccc3-4)ncn1-2 | 2
CC/C=C\C/C=C\C/C=C\C/C=C\C/C=C\C/C=C\CCC(=O)NCC(=O)O | 1
CC(=O)N1CCC2(CC1)CN(c1ccncc1)C2 | 0
COC(=O)[C@H](COC(C)(C)C)NC(=O)O[C@@H]1C(=O)c2cc(OC)ccc2O[C@H]1c1ccc(OC)c(Br)c1 | -7
COC(C)(C)CCCC(C)C/C=C/C(C)=C/C(=O)O (centres undefined) | 0
O=c1c(-c2ccccc2)nc2cncnc2n1C1CC1 | 1
O=C1O[C@@H]([C@@H](O)CO)[C@@H](O)[C@H]1O | -1
CN(C)c1ccc(-c2cc(-n3ccnc3)ncn2)cc1 | -12
O=C1C2=CC[C@@H]3C(=O)N(c4ccc(F)cc4F)C(=O)[C@H]3[C@H]2[C@H](O)[C@H]2O[C@H]12 | 0
CCNc1ncc2nc(CCc3ccccc3)c(=O)n(C3CC3)c2n1 | 3
COC(=O)Nc1nc2ccc(C(=O)c3ccccc3)cc2[nH]1 | -1&-1
Cc1noc(C)c1-c1ccc2ncnc(N3CCOCC3)c2c1 | 5
CC1CC2(C)Oc3ccccc3C3OCC1(COC(=O)Nc1ccccc1)C(C)C32 (centres undefined) | 0
COc1ccc(OC)c2c(=S)c3ccccc3[nH]c12 | -6
O[C@H](CCCN1CCN(c2ncc(F)cn2)CC1)c1ccc(F)cc1 | 0
O=C(c1cnccn1)N1CCC2(CC1)CN(Cc1nccs1)C2 | 0
OC[C@@H]1O[C@H](O)[C@H](O)[C@@H](O)[C@@H]1O | 0
COC[C@@H](O)[C@@H](OC)[C@H](OC)[C@H](Cc1c(OC)cc(OC)cc1OC)OC | 0
COc1cccc(Cn2c(=O)c(-c3cn(C)c4ccccc34)nc3cnc(OC)nc32)c1 | 0
COC(=O)[C@@H]1O[C@@H](c2c(OC)c(OC)c(C)c(OC)c2OC)[C@H](C)[C@@H](O)[C@@H]1C | 2
COC(=O)C/C=C\[C@@H](C)[C@@H](/C=N\O[C@@H](C)c1cn([C@H](CO)Cc2ccccc2)nn1)OC | 0&0
CN(C)C(=O)c1ccc(-c2cncnc2-n2ccnc2)cc1 | -1
COC(C(C)/C=C/CC(=O)OCCCc1ccccc1)C1CCCCC1 (centres undefined) | 6
O=c1c(-c2ccc(F)cc2)nc2cncnc2n1Cc1ccccc1 | 1
CCOC(c1cc(OC)cc([N+](=O)[O-])c1OC)C(C)C(OC)[C@@H](C)/C=C/CC(=O)OC (some centres undefined) | 1
COc1ccccc1CN1CC2(CCN(C(=O)c3cnccn3)CC2)C1 | 3
CC[C@H](C)[C@H](NC(=O)[C@H](CC(=O)O)NC(=O)[C@H](CC(N)=O)NC(=O)[C@@H](NC(=O)[C@H](CCCNC(=N)N)NC(=O)[C@@H](NC(=O)[C@@H](NC(=O)[C@@H](NC(=O)[C@@H](NC(=O)[C@H](CCCCN)NC(=O)[C@@H](NC(=O)[C@H](CC(C)C)NC(=O)[C@@H](NC(=O)[C@H](CCCCN)NC(=O)[C@@H](NC(=O)[C@H](CC(=O)O)NC(=O)[C@H](CC(=O)O)NC(=O)[C@H](CCC(N)=O)NC(=O)[C@@H](NC(=O)[C@H](CCCCN)NC(=O)[C@H](CCC(N)=O)NC(=O)[C@@H](NC(=O)[C@@H]1CCCN1C(=O)[C@@H](N)C(C)C)[C@@H](C)CC)C(C)C)[C@@H](C)O)[C@@H](C)O)[C@@H](C)CC)[C@@H](C)O)[C@@H](C)CC)C(C)C)[C@@H](C)O)[C@@H](C)CC)C(=O)N[C@@H](CO)C(=O)N[C@@H](Cc1cnc[nH]1)C(=O)N[C@H](C(=O)N[C@@H](CCC(N)=O)C(=O)N[C@@H](CO)C(=O)N[C@H](C(=O)N[C@@H](CO)C(=O)N[C@@H](CO)C(=O)N[C@@H](CCCCN)C(=O)N[C@@H](CCC(N)=O)C(=O)N[C@@H](CCCCN)C(=O)O)C(C)C)[C@@H](C)O | -1
O=C(c1csnn1)N1CCC2(CC1)CN(c1cccc(-c3ccccc3)c1)C2 | -3
CC(=O)OCC1OC(n2c(Br)nc3c(=O)[nH]c(N)nc32)C(OC(C)=O)C1OC(C)=O (centres undefined) | 4
COC(=O)NC(c1cccc(C)c1)C(C(C)=O)C(=O)OC (centres undefined) | -1
COCCNc1nc(-c2ccccc2OC)nc2ccccc12 | 4
CC(C)C[C@@H](CC(=O)N[C@@H](CCC(=O)O)CC(=O)O)NC(=O)[C@@H]1CNCC[C@H]1NC(=O)C[C@@H](NC(=O)C[C@H](CO)NC(=O)[C@@H]1CNCC[C@H]1N)C(C)C | 0
O=C(c1ccco1)N1CCC2(CCCN(Cc3ccccc3)C2)CC1 | 1

Screening results from PubChem BioAssay.
